Screens (PubChem BioAssay)
RGS4-Gao reg: human RGS4-Galphao interaction regulation; Multiplexed bead flow cytometry, RGS4-Galphao binding; actives lie on both sides; binding response (% of control), % at 10 µM; 220,000 tested, 0.33% active; in the data active = binding response below about 49% or above about 150%; inactive = in between;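 also: fluorescent Galphao activated with aluminum fluoride binding bead-coupled RGS4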
Target sequence (P09471 whole entry, looked up): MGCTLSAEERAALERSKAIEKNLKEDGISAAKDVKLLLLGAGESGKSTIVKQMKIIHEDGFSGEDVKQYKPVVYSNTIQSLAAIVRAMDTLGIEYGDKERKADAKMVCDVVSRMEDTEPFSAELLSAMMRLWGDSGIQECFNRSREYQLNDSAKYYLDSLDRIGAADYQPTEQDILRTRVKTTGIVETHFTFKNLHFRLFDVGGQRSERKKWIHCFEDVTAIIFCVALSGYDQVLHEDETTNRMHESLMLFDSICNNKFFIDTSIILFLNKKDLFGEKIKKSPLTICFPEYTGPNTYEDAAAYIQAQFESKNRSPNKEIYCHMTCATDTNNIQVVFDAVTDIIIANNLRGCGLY
Bcl-B Bim block: inhibitors of Bim-Bcl-B interaction, human | Q9HD36 | bead-based flow cytometry, Bim peptide-Bcl-B binding | inhibition, % at 10 µM | 190,000 tested, 0.073% active | AID 951;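 also: 0% = tracer peptide without compound and 100% = reference inhibitor peptide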
Target sequence (Q9HD36 whole entry, looked up): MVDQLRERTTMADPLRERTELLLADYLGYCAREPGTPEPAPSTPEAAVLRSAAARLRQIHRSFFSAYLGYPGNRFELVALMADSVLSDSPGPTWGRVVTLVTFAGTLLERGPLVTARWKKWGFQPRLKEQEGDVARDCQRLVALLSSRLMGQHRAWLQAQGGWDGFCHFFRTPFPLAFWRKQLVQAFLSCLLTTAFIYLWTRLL
Bcl-W Bim block: inhibitors of Bim-Bcl-W interaction, human; bead-based flow cytometry, Bim peptide-Bcl-W binding; inhibition, % at 10 µM; 190,000 tested, 0.02% active; AID 952;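 also: 0% = bound tracer without compound and 100% = peptide blocker; higher means less fluorescent Bim peptide bound to Bcl-W beads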
RGS7-Gao: human RGS7-Galphao interaction regulation | P09471 | Multiplexed bead flow cytometry, RGS7-Galphao binding; actives lie on both sides | binding response (% of control), % at 10 µM | 220,000 tested, 0.35% active | AID 1439; in the data active = binding response below about 49% or above about 150%; inconclusive = no clear call, values can overlap the other calls; inactive = in between;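 also: fluorescent Galphao held in activated GDP-AlF4 state binding bead-coupled RGS7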
GSH fluor: compound fluoresces at 488/530 nm on GSH beads | fluorescence (KMESF) at 10 µM | GSH beads flow cytometry, compound fluorescence 488/530 nm; hits give high values | 190,000 tested, 0.25% active; in the data active = fluorescence above about 89;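 also: glutathione beads carrying GST-tagged Bcl family fusion proteins plus one bare bead set; values are compound well signal with DMSO vehicle wells as background; inactives centre near 16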
Mcl1-Bid inh: Mcl-1/Bid interaction inhibition | Q07820 | TR-FRET Mcl-1/Bid-Dy647 peptide binding, 1536-well | inhibition, % at 21.7 µM | 220,000 tested, 0.97% active | AID 1021;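 active = compounds that cut the binding signal by more than half at the single screening dose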;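 also: His-tagged Mcl-1 with europium anti-His antibody binding Bid BH3 peptide; 0% = Mcl-1 plus peptide wells and 100% = peptide-only wells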
Bim-Mcl-1: human Bim-Mcl-1 interaction inhibition | Q07820 | Bead-based flow cytometry, Bim peptide-Mcl-1 binding | inhibition, % at 10 µM | 190,000 tested, 0.1% active | AID 1009;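 also: 0% = no compound tracer wells and 100% = peptide blocker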
Bfl-1 Bim block: human Bim-Bfl-1 interaction inhibition; Q16548; Bead-based flow cytometry, Bim-Bfl-1 binding inhibition; inhibition, % at 10 µM; 190,000 tested, 0.12% active; AID 1008;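 also: 0% = wells without compound plus tracer and 100% = blocker peptide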
RGS8-Gao: regulators of human RGS8-Galphao interaction; response (percent of control binding), % at 10 µM; 220,000 tested, 0.34% active; AID 1423; P09471; multiplexed bead flow cytometry, RGS8-Galphao binding; actives lie on both sides; in the data active = response below about 60% or above about 140%; inactive = in between;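 also: Galphao activated as the GDP aluminium fluoride complex binding bead-coupled RGS8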
Bim-Bcl-XL: human Bim-Bcl-XL interaction inhibition; 190,000 tested, 0.04% active; Bim peptide-Bcl-XL binding, bead flow cytometry, fluorescence; inhibition, % at 10 µM; Q07817
Bim-Bcl-2: inhibitors of Bim-Bcl-2 interaction, human; Bead-based flow cytometry, Bim peptide-Bcl-2 binding; inhibition, % at 10 µM; 190,000 tested, 0.06% active; AID 950; in the data active = inhibition above about 40%; inconclusive = no clear call, values can overlap the other calls;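 also: 0% = no compound wells with probe peptide and 100% = reference peptide inhibitor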
Target sequence (P10415 whole entry, looked up): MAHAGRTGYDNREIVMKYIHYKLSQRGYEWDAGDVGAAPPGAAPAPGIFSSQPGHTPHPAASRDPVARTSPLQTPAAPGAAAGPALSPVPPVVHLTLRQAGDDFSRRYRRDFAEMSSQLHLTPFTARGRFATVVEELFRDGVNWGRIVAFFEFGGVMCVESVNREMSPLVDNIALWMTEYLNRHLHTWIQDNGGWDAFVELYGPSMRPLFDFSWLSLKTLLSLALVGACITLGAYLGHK
* = called active by the depositor; ? = inconclusive. Rule as the data show it, unless noted: active = inhibition above about 40%.

(1) C=CCn1c(SCC(=O)N2CCc3ccccc3C2)nnc1-c1ccncc1
(2) CCOC(=O)C1=C(c2ccccc2)NC(=O)NC1c1ccc(OCC#N)c(OC)c1 (stereo not drawn)
(3) CC(=O)Nc1ccc2nc(NC(=O)COc3ccccc3)sc2c1
(4) Nc1nonc1N1CCCCC1
(5) CC(C)(C)NC(=O)c1ccccc1NC(=O)c1ccc2c(c1)OCO2
(6) CCc1ccc2nc(Nc3nc(COC)cc(=O)[nH]3)nc(C)c2c1
(7) O=C1/C(=C\c2ccc([N+](=O)[O-])cc2)CCc2ccccc21
(8) Cc1cc(OCc2cccc(Cl)c2)c(C)cc1CN1CCOCC1
(9) Cc1cccc(C(=O)NC(=S)Nc2ccc(Cc3ccncc3)cc2)c1
(10) CCCS(=O)(=O)N1CCCC(C(=O)NCCCN2CCN(c3ccc(F)cc3)CC2)C1 (stereo not drawn)

Screen / compound no.	1	2	3	4	5	6	7	8	9	10
RGS4-Gao reg	108	102	100	102	100	99	101	100	105	100
Bcl-B Bim block	-5	-5	-5	-3	1	-4	-8	-7	-2	-2
Bcl-W Bim block	-2	-3	-5	5	0	-1	-5	0	-1	-2
RGS7-Gao	104	100	106	99	?	101	102	97	98	99
GSH fluor	5	31	20	9	18	35	8	17	11	27
Mcl1-Bid inh	-10	-9	-15	-7	6	2	-10	-84	-23	-18
Bim-Mcl-1	-2	0	-1	1	-5	0	-6	-2	-1	-2
Bfl-1 Bim block	3	-3	-6	-11	6	-14	-1	-6	0	-2
RGS8-Gao	105	99	98	102	101	101	103	99	101	101
Bim-Bcl-XL	-4	-5	-6	-3	-5	-8	-8	-4	1	-1
Bim-Bcl-2	-3	-3	-7	0	4	-10	-4	-3	-1	0

(11) N/C(=N\OC(=O)Cc1ccccc1[N+](=O)[O-])c1cccc(Br)c1
(12) Cc1cc(-c2csc(N)n2)c(C)n1CCc1ccccc1
(13) CC(=O)Nc1ccc(Sc2ccccc2C(=O)O)cc1
(14) O=C(NCc1ccccc1)C1=C[C@@H](c2ccc(C(F)(F)F)cc2)C[C@@H](OCc2ccc(CO)cc2)O1
(15) COC(=O)/C(=C\Nc1ccc(Cl)cc1Cl)NC(=O)c1ccccc1
(16) CCOc1cc(C2NC(=O)NC(C)=C2C(=O)NCc2ccccc2)c(Cl)cc1O (stereo not drawn)
(17) CC(C)(C)NC(=O)C(c1ccccc1)N(Cc1cccs1)C(=O)c1csnn1 (stereo not drawn)
(18) CC(C)N1CCc2c(sc(NC(=S)NC(=O)c3ccccc3)c2C#N)C1
(19) O=C(CCSc1nnc(-c2ccncc2)o1)Nc1ccccc1
(20) CCOC(=O)C1=C(C)NC(=O)NC1c1ccc(Br)s1 (stereo not drawn)

Screen / compound no.	11	12	13	14	15	16	17	18	19	20
RGS4-Gao reg	96	95	97	104	98	100	96	97	104	97
Bcl-B Bim block	-4	39	0	-6	1	-3	-6	-4	-9	-7
Bcl-W Bim block	-2	21	0	0	-3	1	-3	-9	-7	1
RGS7-Gao	88	93	95	107	98	106	97	108	98	99
GSH fluor	10	13	12	18	11	16	14	21	34	10
Mcl1-Bid inh	-8	9	-38	8	9	-48	-17	-23	4	3
Bim-Mcl-1	-3	20	1	-2	0	2	-2	-9	-3	1
Bfl-1 Bim block	-3	26	-6	-7	0	-4	-1	-8	-19	-11
RGS8-Gao	95	99	98	101	102	105	99	95	104	100
Bim-Bcl-XL	-4	16	1	-3	0	-4	-3	-12	-10	-2
Bim-Bcl-2	-1	30	-2	-2	1	-2	4	-2	-18	-8

(21) COc1ccc(-n2nnc3c(=O)n(CC(=O)N4CCCC4)cnc32)cc1
(22) CCCN(CC(=O)Nc1ccc(C(N)=O)cc1)CC(=O)Nc1ccccc1C
(23) CCOc1cc(Cl)c(NC(C)=O)cc1OCC
(24) CCOC(=O)c1[nH]c2ccc(OC)cc2c1NS(=O)(=O)c1ccc(OC)cc1OC
(25) C/C=C/c1ccc(OCCCCN2CCC(C)CC2)c(OC)c1
(26) Cc1ccc(C2=NOC(=O)/C2=C\C=C\c2ccccc2)cc1
(27) COc1ccc(NC(=O)c2csc3c2CCCCC3)c(OC)c1
(28) O=C(Nc1nccs1)C1Cc2ccccc2CN1S(=O)(=O)c1ccc(F)cc1 (stereo not drawn)
(29) FC(F)(F)c1nc(=S)c2ccccc2[nH]1
(30) CCCc1nc2ccc(NC(=O)c3ccco3)cc2c(=O)n1Cc1ccccc1Cl

Screen / compound no.	21	22	23	24	25	26	27	28	29	30
RGS4-Gao reg	96	105	103	95	100	99	96	99	98	88
Bcl-B Bim block	-5	-2	3	0	-1	0	-4	-2	-4	-3
Bcl-W Bim block	1	1	-1	5	1	2	0	-2	1	1
RGS7-Gao	97	104	104	96	?	?	99	99	115	89
GSH fluor	34	12	7	49	15	18	14	16	4	17
Mcl1-Bid inh	-27	-7	-15	-41	-21	-31	-4	-6	-48	30
Bim-Mcl-1	0	-2	1	-1	0	-4	0	-2	86*	0
Bfl-1 Bim block	-15	-3	0	2	-3	6	-2	0	9	10
RGS8-Gao	101	104	105	97	101	95	97	101	89	83
Bim-Bcl-XL	-4	0	0	-14	0	0	-3	-2	6	0
Bim-Bcl-2	-9	1	1	0	0	0	-5	-4	6	14

Reprinted at random: seven compounds from above.
(24) CCOC(=O)c1[nH]c2ccc(OC)cc2c1NS(=O)(=O)c1ccc(OC)cc1OC
(27) COc1ccc(NC(=O)c2csc3c2CCCCC3)c(OC)c1
(30) CCCc1nc2ccc(NC(=O)c3ccco3)cc2c(=O)n1Cc1ccccc1Cl
(25) C/C=C/c1ccc(OCCCCN2CCC(C)CC2)c(OC)c1
(22) CCCN(CC(=O)Nc1ccc(C(N)=O)cc1)CC(=O)Nc1ccccc1C
(28) O=C(Nc1nccs1)C1Cc2ccccc2CN1S(=O)(=O)c1ccc(F)cc1 (stereo not drawn)
(26) Cc1ccc(C2=NOC(=O)/C2=C\C=C\c2ccccc2)cc1

Screen / compound no.	24	27	30	25	22	28	26
RGS4-Gao reg	95	96	88	100	105	99	99
Bcl-B Bim block	0	-4	-3	-1	-2	-2	0
Bcl-W Bim block	5	0	1	1	1	-2	2
RGS7-Gao	96	99	89	?	104	99	?
GSH fluor	49	14	17	15	12	16	18
Mcl1-Bid inh	-41	-4	30	-21	-7	-6	-31
Bim-Mcl-1	-1	0	0	0	-2	-2	-4
Bfl-1 Bim block	2	-2	10	-3	-3	0	6
RGS8-Gao	97	97	83	101	104	101	95
Bim-Bcl-XL	-14	-3	0	0	0	-2	0
Bim-Bcl-2	0	-5	14	0	1	-4	0

(next part)
(31) CNS(=O)(=O)c1cccc(C(=O)OC2CCCCC2=O)c1 (stereo not drawn)
(32) CC(C)(C)C1(C)OC(C(N)=O)C(C(N)=O)O1 (stereo not drawn)
(33) COc1ccc(/C=C(/NC(=O)c2ccccc2)C(=O)N/N=C/c2ccncc2)cc1
(34) Cc1ccc2nc(-c3ccccc3N)[nH]c2c1
(35) Cc1nnc2c(-c3ccccc3)nc3ccccc3n12
(36) Cc1nonc1C1CCCN1Cc1nc(-c2ccccc2Cl)oc1C (stereo not drawn)
(37) O=[N+]([O-])c1ccc(O)c(/C=N/Nc2nn[nH]n2)c1
(38) COc1cc(C2Nc3ccccc3C(=O)N2c2ccccc2)ccc1O (stereo not drawn)
(39) CCCS(=O)(=O)c1c(S(=O)(=O)CCC)c2c(C)cccn2c1C(=O)OC
(40) C(=N\n1cnnc1)/c1ccc(OCc2cccc3ccccc23)cc1

Screen / compound no.	31	32	33	34	35	36	37	38	39	40
RGS4-Gao reg	92	106	98	92	103	107	106	105	103	101
Bcl-B Bim block	-14	0	-2	1	2	1	0	-1	-19	-10
Bcl-W Bim block	0	1	-2	1	0	1	0	2	0	-1
RGS7-Gao	92	104	95	60	104	109	105	104	99	102
GSH fluor	35	8	21	15	16	10	19	23	8	23
Mcl1-Bid inh	-32	-16	7	-18	-14	-30	-78	30	-22	0
Bim-Mcl-1	-3	0	-4	-4	0	-3	3	-1	-3	-5
Bfl-1 Bim block	-13	-1	0	3	-1	-4	-7	-7	18	-14
RGS8-Gao	94	101	99	75	102	106	102	104	103	103
Bim-Bcl-XL	-8	0	-3	1	5	-3	0	1	-1	-4
Bim-Bcl-2	-7	0	0	0	-1	-3	1	-6	0	-14

(41) C=CCOCCN1C(=O)C2C(c3ccccc3)C=CC(c3ccccc3)C2C1=O (stereo not drawn)
(42) COc1ccccc1OCCCC(=O)Nc1nccs1
(43) CC(CCc1ccccc1)NC(=O)CSc1ccccn1 (stereo not drawn)
(44) COc1coc(/C=C/C(=O)O)cc1=O
(45) CC(=O)c1cc(-c2ccccc2)n(CCC(=O)NC(C)(C)C)c1C
(46) COc1ccc(NC(=O)c2nc[nH]c2C(=O)Nc2ccccc2C)cc1
(47) O=C(Nc1ccc(F)cc1)c1cc(S(=O)(=O)N2CCCCC2)cs1
(48) CCc1nc(C)cn1S(=O)(=O)c1cc(F)ccc1OC
(49) COCCNS(=O)(=O)c1ccc(C2CNC(=O)C2)cc1 (stereo not drawn)

Screen / compound no.	41	42	43	44	45	46	47	48	49
RGS4-Gao reg	98	101	102	100	98	101	109	99	102
Bcl-B Bim block	0	-6	-5	-4	2	-1	-1	-1	-5
Bcl-W Bim block	-3	1	-4	-1	1	0	0	1	0
RGS7-Gao	98	107	?	98	98	99	100	98	102
GSH fluor	17	20	15	10	14	22	5	22	21
Mcl1-Bid inh	-4	0	-19	-7	-20	10	-1	-27	-18
Bim-Mcl-1	-2	0	-3	-2	2	0	2	0	0
Bfl-1 Bim block	-2	-5	-4	-2	2	-7	-1	-3	-8
RGS8-Gao	97	100	100	101	98	100	104	105	102
Bim-Bcl-XL	0	-2	-3	-4	0	-1	4	0	3
Bim-Bcl-2	-2	-7	-4	0	2	0	-2	-1	0
